Source: PubChem (National Center for Advancing Translational Sciences (NCATS))
A549 viability = A549 cytotoxicity, counter-screen for Nrf2 inhibitors; A549 ARE-Fluc cells, CellTiter-Fluor viability, 18-24 h; Potency, µM (doses to about 46 µM), inactives show at the highest dose activity change, negative = cytotoxicity, most hits filed as inhibitors; 390,000 compounds, 0.16% hits; AID 504648; further: potency means the concentration at half of the fitted maximal effect; on the % scale 0 is the no-effect control and ±100 the full control effect
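Cytotoxicity counterscreen: CellTiter-Fluor fluorescence was measured in A549 ARE_Fluc cells after 18-24 h of compound exposure in a concentration series. The subsequent BugLite luminescent read reports ARE-luciferase activity.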
Abeta rescue = A-beta toxicity reversal in yeast | yeast expressing A-beta42, growth rescue, OD600, 48 h; response scale: 0% DMSO, 100% iron-clioquinol control | Potency, µM (series often up to 46.1 µM), inactives show top-dose growth rescue, hits mostly activators | 410,000 compounds, 0.063% hits; further: potency means the concentration at half of the fitted maximal effect; nearly all actives have a fitted effect of over 55% in size
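Growth rescue measured by 600 nm absorbance after 48 h yeast culture at 30 C with compound. Values normalized between DMSO and an equimolar ferric chloride plus clioquinol control.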
HepG2 viability = HepG2 cytotoxicity, counter-screen for TGF-b inhibitors | HepG2 CAGA-GFP viability, ATP luminescence, 18 h | Potency, µM (top dose mostly 46.1 µM), without a hit: at the top dose activity change, negative = cytotoxicity, most hits filed as cytotoxic | 410,000 compounds, 0.76% hits | AID 588856; further: potency means the concentration at half of the fitted maximal effect; some results filed as inactive show a strong effect at the top dose
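CellTiter-Glo luminescence gave cytotoxicity after 18 hours at 37 degrees C. The cells were HepG2 CAGA-GFP in 1% FBS DMEM, stimulated with 500 pg/mL TGF-beta after compound addition. %Activity was normalised to no-cell wells (complete cell-killing) and DMSO (no toxicity), and curves were fitted and classified.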
TGFb SMAD3 inh = inhibitors of TGF-b signaling; HepG2 CAGA-GFP TGF-b/SMAD3 reporter, GFP fluorescence, 18 h; TGF-beta stimulated, 500 pg/mL final; Potency, µM (titrated, usually from 46.1 µM), inactives show top-dose activity, negative = inhibition, usual class: inhibitors; 410,000 compounds, 1.2% hits; AID 588855; further: potency means the concentration at half of the fitted maximal effect; on the % scale 0 is the no-effect control and ±100 the full control effect; nearly all actives have a fitted effect of over 65% in size
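Smad-responsive CAGA-GFP expression was quantified in HEPG2 cells exposed to compounds and 500 pg/mL final TGF-beta for 18 h at 37 degrees C; unstimulated wells defined full inhibition.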
Nrf2 block = inhibitors of Nrf2 signaling; Potency, µM (highest dose often 46 µM), without a hit: at the top dose activity change, negative = inhibition, hits mostly inhibitors; A549 ARE-Fluc reporter, luciferase luminescence, 18-24 h; 360,000 compounds, 2.1% hits; further: potency means the concentration at half of the fitted maximal effect; on the % scale 0 is the no-effect control and ±100 the full control effect; nearly all actives have a fitted effect of over 60% in size
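Reporter: ARE-Fluc in A549. Exposure: 18-24 h, 37 °C, 5% CO2, 5% FBS OPTI-MEM. Readouts: fluorescent cytotoxicity (CellTiter-Fluor), then luminescent Nrf2 signal after BugLite.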
MmCpn inh = blocks the Methanococcus maripaludis chaperonin Mm-Cpn; 330,000 compounds, 0.031% hits; Potency, µM (top dose mostly 76.9 µM), inactives show top-dose activity, negative = inhibition, hits mostly inhibitors; purified Mm-Cpn ATPase, ADP Transcreener TR-FRET; further: potency means the concentration at half of the fitted maximal effect; on the % scale 0 is the no-effect control and ±100 the full control effect; nearly all actives have a fitted effect of over 80% in size
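Quantitative HTS used 25 nM Mm-CPN and 10 uM ATP in magnesium/KCl Tris buffer, pH 7.4, with 1 mM DTT. Hydrolysis ran 30 min at 37°C; ADP was read by HTRF.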
pAkt inh = inhibitors of Akt phosphorylation; 360,000 compounds, 0.32% hits; Neuro2A IGF-stimulated pAkt S473 HTRF, 20 min; active compounds read low; activity change, % for hits at 50 µM; AID 651550; in the data active means activity change below about -80%; inconclusive means mostly about -51% to -80%; further: on the % scale 0 is the no-effect control and ±100 the full control effect
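Neuro2A cells in DMEM with 0.5% FBS, overnight at 37 deg C, given compound at single 50 µM final, then IGF (6 nM final) for 20 min at 37 deg C. Lysed; phospho-Akt Ser473 by HTRF after 24 h, 665/615 ratio.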
Nrf2 activator = activators of Nrf2 (ARE) signaling | AREc32 ARE-luciferase reporter (MCF7-derived line), luminescence, 24 h | Potency, µM (highest dose often 46.1 µM), without a hit: at the top dose activation, most hits filed as activators | 410,000 compounds, 0.31% hits; further: potency means the concentration at half of the fitted maximal effect; % of control where 0% means no effect; nearly all actives have a fitted effect of over 65% in size
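AREc32 cells carrying an ARE-driven firefly luciferase reporter were seeded at 1000 cells/well in OPTI-MEM with 5% FBS, then exposed to compound for 24 hr at 37 deg C. Luminescence was read with Steady-Glo after 30 min at RT.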
CCT chaperon mod = cytosolic chaperonin activity modulation; purified chaperonin ATPase assay, HTRF ADP detection, 30 min; activity change, % (concentration not given with the values), hits read low; 360,000 compounds, 0.3% hits; in the data active means activity change below about -30%; further: on the % scale 0 is the no-effect control and ±100 the full control effect
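ATPase activity: ADP formed was measured by HTRF Transcreener (665/615 nm ratio) after 30 min at 37 deg C with 10 uM ATP. Compounds screened at one 76 uM concentration against 40 or 20 nM TRiC in Tris pH 7.4/KCl/MgCl2/DTT buffer.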
* hit, by the source's call; i = inactive; ? = inconclusive; / = no result given; & = joins results of further samples. Unless noted, the call rests on the fitted dose curve; in most records, active means well fitted curve in the direction sought with a large enough effect; inconclusive means small, poorly fitted or top-dose-only effect, or another doubt; inactive means no such curve, though single readings can be large; an effect the other way counts as inactive or inconclusive.

SMILES | A549 viability | Abeta rescue | HepG2 viability | TGFb SMAD3 inh | Nrf2 block | MmCpn inh | pAkt inh | Nrf2 activator | CCT chaperon mod
O=C(NC(=O)c1c(Cl)cccc1Cl)Nc1ccc(Oc2cccnc2)nc1 | -0.6% | 15.2% | -7.6% | 18.4% | ? | 0.8% | i | -0.3% | -1.5
CCOc1cc(N2CCOCC2)c(OCC)cc1NC(=O)CCC1CCCC1 | 10.5% | -6.9% | 8.2% | -0.2% | 9.0% | -2.7% | i | -0.3% | -2.0
CCC(c1nnnn1Cc1ccc(F)cc1)N1CCN(C)CC1 (stereo unspecified) | 1.4% | -2.4% | -13.8% | 7.8% | -9.0% | 2.2% | i | 0.4% | 1.1
O=C(NCc1ccc(F)cc1)c1ccc(CS(=O)(=O)Cc2ccc(F)cc2)o1 | -1.1% | -2.0% | -23.0% | -25.0% | -26.9% | ? | i | 2.9% | -0.7
O=c1c(Cl)c(N2CCN(S(=O)(=O)c3ccccc3)CC2)cnn1-c1ccccc1 | 11.7% | 11.6% | 0.3% | 1.9% | 1.3% | -1.2% | i | 0.2% | 0.3
COc1ccc(NS(=O)(=O)c2cccc(-c3nnc4n3CCCCC4)c2)cc1 | -10.8% | -4.0% | 0.4% | -32.6% | / | -3.0% | / | 0.4% | -2.6
Cc1ccc(S(=O)(=O)N2CCOCC2)c(C)c1-n1cnnn1 | 2.2% | 2.1% | 11.9% | 1.2% | -28.2% | 1.3% | i | 0.0% | 0.8
COCCNc1oc(-c2ccccc2)nc1S(=O)(=O)c1ccc(Br)cc1 | 5.3% | 4.6% | -25.7% | ? | / | / | / | -1.2% | /
COCCCNC(=O)C1CCN(c2nn3cc(-c4ccc(F)cc4)nc3s2)CC1 | 9.8% | -8.6% | -1.8% | -10.2% | 7.6% | / | / | 3.9% | /
Cc1ccc(N(C)C(=O)CN2C(=O)CCc3cc(S(=O)(=O)N4CCOCC4)ccc32)cc1 | 2.9% | -8.9% | 2.0% | -29.3% | / | / | / | 0.5% | /
Cc1[nH]c2ccc(C(=O)OC(C)C(=O)NCc3ccccc3)cc2c1C (stereo unspecified) | -23.7% | 24.7% | -24.8% | -1.9% | -25.6% | 0.9% | i | 0.2% | -0.6
CC1CCCCN1C(=O)CSc1nc2ccccc2nc1Cc1ccc(Cl)cc1 (stereo unspecified) | -11.3% | -25.3% | -1.5% | ? | / | / | / | 24.4% | /

Full records from above. Screens in order: A549 viability, Abeta rescue, HepG2 viability, TGFb SMAD3 inh, Nrf2 block, MmCpn inh, pAkt inh, Nrf2 activator, CCT chaperon mod
Cc1ccc(N(C)C(=O)CN2C(=O)CCc3cc(S(=O)(=O)N4CCOCC4)ccc32)cc1 as listed: 2.9%, -8.9%, 2.0%, -29.3%, /, /, /, 0.5%, /
O=C(NC(=O)c1c(Cl)cccc1Cl)Nc1ccc(Oc2cccnc2)nc1 as listed: -0.6%, 15.2%, -7.6%, 18.4%, ?, 0.8%, i, -0.3%, -1.5
Cc1ccc(S(=O)(=O)N2CCOCC2)c(C)c1-n1cnnn1 as listed: 2.2%, 2.1%, 11.9%, 1.2%, -28.2%, 1.3%, i, 0.0%, 0.8

Continuation:
SMILES | A549 viability | Abeta rescue | HepG2 viability | TGFb SMAD3 inh | Nrf2 block | MmCpn inh | pAkt inh | Nrf2 activator | CCT chaperon mod
CC(=O)NC(Cc1c[nH]c2ccccc12)C(=O)N1CCN(S(=O)(=O)c2ccccc2)CC1 (stereo unspecified) | -2.9% | 1.7% | -7.4% | -56.4% | 4.9% | 1.7% | i | -0.2% | -1.8
Nc1nc(CSC(=S)N2CCOCC2)nc(Nc2ccc(F)cc2)n1 | -1.5% | -3.0% | 12.5% | -8.9% | ? | 0.2% | i | 2.8% | 0.3
O=C(Nc1ccc(Cl)c(Cl)c1)C1C2C=CC3(O2)C1C(=O)N(CCN1CCCCC1)C3C(=O)NC1CCCCC1 (stereo unspecified) | ? | 11.0% | -15.1% | 13.9% | -19.3% | -0.4% | i | 13.4% | 0.7
CC(C)C[C@H]1CN=C(N(C)C)N1CCCCc1ccccc1 | -5.0% | -4.8% | -42.7% | -10.5% | -3.5% | 1.2% | i | 0.7% | 0.4
CC1CN=C(N(C(=O)Nc2ccccc2)c2ccc(S(=O)(=O)N3CCOCC3)cc2)S1 (stereo unspecified) | 3.6% | 12.0% | 5.4% | 8.6% | -29.4% | -0.2% | i | 0.0% | -3.0
O=c1oc2ccccc2n1CCc1ccccc1 | -0.5% | -4.1% | -3.5% | -2.7% | 14.1% | -2.3% | i | 7.7% | -1.8
Cc1ccc(CN(Cc2ccco2)C(=O)COc2ccc(C)c(C)c2)cc1 | -8.8% | -23.0% | -39.2% | ? | -7.3% | / | / | 6.9% | /
O=C(COC(=O)c1cn(-c2ccccc2)nc1-c1cccnc1)NC1CC1 | 2.2% | 7.8% | -1.2% | -0.4% | -9.8% | 0.8% | i | 0.1% | -2.5
c1coc(-c2ccc3nncn3c2)c1 | / | -14.0% | 11.7% | -3.2% | / | / | i | 6.4% | -3.5
CCOC(=O)N1CCN(CCC(=O)c2ccc(Cl)cc2)CC1 | 1.8% | -3.8% | -58.6% | ? | 13.8% | -0.7% | i | ? | -1.3
Cc1ccc(Nc2ncnc3sc(C)c(C)c23)cc1 | 4.1% | -14.7% | -38.7% | -16.9% | ? | 0.5% | i | 7.3% | -1.2
CN(C(=O)CN1C(=O)/C(=C/c2ccc(Cl)cc2)SC1=S)C1CCS(=O)(=O)C1 (stereo unspecified) | -6.6% | 3.9% | 14.9% | 10.1% | 11.3% | -1.5% | i | 0.4% | -1.4
COc1ccc(N2CCN(c3c4c(nc5nncn35)CCC4)CC2)cc1 | 2.1% | -11.0% | -24.8% | / | 20.6µM* | / | / | 0.1% | /
CN(C)S(=O)(=O)c1ccc2nnn(OCC(=O)NC3CCS(=O)(=O)C3)c2c1 (stereo unspecified) | -0.3% | 0.0% | 6.3% | -1.2% | 3.6% | -1.6% | i | -0.6% | -0.3
CNS(=O)(=O)c1cc(-c2nnc(Nc3ccc(CC(N)=O)cc3)c3ccccc23)ccc1C | -1.4% | -11.1% | -8.2% | 2.6% | -8.8% | -1.0% | i | -0.4% | -2.3
COc1ccc(NC(C)C(=O)N2CCN(Cc3ccccc3)CC2)cc1 (stereo unspecified) | 0.8% | -18.8% | 2.7% | 1.9% | 4.8% | 1.3% | i | 0.1% | 0.0
COc1cccc(C(=O)Nc2cc(OC)ccc2NC(=O)c2ccco2)c1 | -12.2% | -22.6% | -3.4% | 19.7% | -11.0% | 0.1% | i | 2.5% | 0.1
OCCNc1nc(N2CCN(Cc3ccccc3)CC2)nc2ccccc12 | 4.8% | 17.6% | -17.3% | 4.0% | ? | -0.5% | i | 0.6% | 1.5
CCc1ccc(N2CC34C=CC(O3)C(C(=O)OC(C)C)C4C2=O)cc1 (stereo unspecified) | -3.3% | -5.0% | -9.5% | -6.0% | 13.7% | 1.5% | i | -1.8% | -2.0
COc1ccc(CC(=O)NCc2ccc3c(c2)CCN3C(C)=O)cc1OC | -4.1% | 9.4% | 4.0% | 4.4% | / | / | / | -0.5% | /
CC(C)Oc1cccc(C(=O)C2CCCN(Cc3cnc(N4CCCC4)s3)C2)c1 (stereo unspecified) | -12.9% | 12.2% | -20.0% | -24.6% | ? | 0.1% | i | 7.6% | -2.4
CCN(CC)c1ccc(C(=O)NNC(=O)c2ccc3c(=O)n4c(nc3c2)CCC4)cc1 | -2.8% | 8.3% | -11.8% | -0.4% | -13.2% | 0.5% | i | -0.1% | -1.9
CCNc1nc(Nc2ccc(C)c(Cl)c2)c2cnn(C)c2n1 | 0.1% | 9.0% | -59.5% | ? | ? | -11.7% | i | 3.3% | -3.3
Cc1ccc(C(=O)Nc2cccnc2)cc1S(=O)(=O)N1CCCCC1 | -4.3% | -8.5% | -2.4% | -2.5% | 20.6µM* | -5.4% | i | 0.7% | -6.0
O=C(CCC(=O)NNC(=O)COc1ccc(Br)cc1Br)NCc1ccccc1 | 0.5% | 1.6% | 0.5% | 2.1% | 3.1% | 0.9% | i | -0.6% | -2.5
CCOC(=O)C[C@H]1c2ccccc2S(=O)(=O)N1c1cccc(OC)c1 | 10.6% | 7.5% | 19.3%&21.8% | -6.6%&-2.9% | 12.3% | / | i | 0.1% | 0.1
NS(=O)(=O)c1ccc(CNC(=O)/C=C/c2ccc(Cl)c(Cl)c2)cc1 | -3.2% | -8.1% | 4.9% | -9.7% | -28.3% | -0.4% | i | 0.2% | -2.1
O=C(NCC(c1ccco1)S(=O)(=O)c1ccc(Cl)cc1)c1ccc(C(F)(F)F)cc1 (stereo unspecified) | -0.1% | -45.9% | -16.5% | 15.8µM* | / | / | / | 8.6% | /
COc1ccc(S(=O)(=O)NC(=O)C2(C)CCN2C(=O)C2(c3ccccc3)CCCC2)cc1 (stereo unspecified) | / | -15.5% | -3.5% | 17.0% | / | / | i | -1.3% | 0.9
CCOC(=O)c1ccc2c(c1)NC(=O)C(N1CCN(c3ccc(OC)cc3)CC1)S2 (stereo unspecified) | 7.7% | 3.0% | -0.1% | ? | 3.4% | 1.2% | i | 0.2% | -0.3
CC(OC(=O)c1ccccc1)C(=O)NCc1ccco1 (stereo unspecified) | -8.7% | -0.7% | 16.0% | 11.9% | 8.7% | 1.2% | i | 0.2% | 1.0
CN(C)C(=O)CN1C(=O)NC(c2ccccc2)(c2ccccc2)C1=O | -11.2% | -0.4% | 1.4% | 4.2% | 5.4% | 0.1% | i | -0.3% | -1.0
